Screens as filed in PubChem.
BioA inh: blocks M. tuberculosis BioA enzyme activity; purified M. tuberculosis BioA enzyme, plate reader; inhibition, % at 9.99 µM; 360,000 tested, 0.096% active; in the data active = inhibition above about 40%
* hit, by the source's call. Some of the compounds tested (hit frequency here may not be typical).

SMILES	BioA inh
Cn1cnc(S(=O)(=O)N2CC[C@@H]3[C@@H](CO)Nc4ccc(-c5ccccc5F)cc4[C@@H]32)c1	2.2
C[C@@H](NC(=O)C[C@H]1C[C@@H]2c3cc(NS(C)(=O)=O)ccc3O[C@@H]2[C@@H](CO)O1)c1ccccc1	1.8
COc1cccc(CN2C[C@@H](C)[C@H](OC)CN(C)C(=O)c3ccc(NS(=O)(=O)c4cn(C)cn4)cc3OC[C@H]2C)c1	-2.4
CCCN(C)C[C@H]1Oc2cc(C#Cc3ccccc3F)ccc2S(=O)(=O)N([C@H](C)CO)C[C@H]1C	3.4
CCCN1[C@@H]2Cn3c(ccc(-c4ccccc4)c3=O)[C@H]1[C@@H](C(=O)NCCCN1CCOCC1)[C@@H]2CO	-1.6
C[C@H]1CN([C@@H](C)CO)C(=O)Cc2cc(NC(=O)C3CCCCC3)ccc2O[C@@H]1CN(C)S(=O)(=O)c1ccc(F)cc1	-2.7
C[C@H]1CN([C@@H](C)CO)C(=O)Cc2cc(NC(=O)c3ccncc3)ccc2O[C@H]1CN(C)S(=O)(=O)c1cn(C)cn1	-3.7
C[C@H](CO)N1C[C@H](C)[C@H](CN(C)Cc2ccc(C(F)(F)F)cc2)Oc2c(NC(=O)Nc3ccc4c(c3)OCO4)cccc2C1=O	-0.1
O=C(C[C@@H]1CC[C@@H]2NC[C@@H](O)COC[C@H]2O1)Nc1ccccc1	-2.3
Cc1noc(C)c1NC(=O)Nc1ccc2c(c1)CC(=O)N([C@H](C)CO)C[C@H](C)[C@H](CN(C)Cc1ccncc1)O2	4.3
O=C(C[C@@H]1C[C@H]2c3cc(NC(=O)c4ccc5c(c4)OCO5)ccc3O[C@H]2[C@H](CO)O1)NCc1cccc(F)c1	4.4
C[C@@H]1CN([C@@H](C)CO)C(=O)c2cc(NC(=O)Nc3ccccc3)ccc2O[C@@H](C)CCCCO[C@H]1CN(C)S(=O)(=O)c1ccc(Cl)cc1	1.8
CCCNC(=O)C[C@H]1CC[C@@H]2[C@H](COc3ccc(NC(=O)Nc4c(C)noc4C)cc3C(=O)N2C)O1	-1.1
COc1ccc(NC(=O)Nc2ccc3c(c2)CC(=O)N([C@H](C)CO)C[C@H](C)[C@H](CN(C)Cc2ccc(-c4ccccc4)cc2)O3)cc1	0.4
CO[C@@H]1CN(C)C(=O)c2cc(NC(=O)C3CCCC3)ccc2OC[C@@H](C)N(Cc2nccs2)C[C@H]1C	1.6
CC(C)NC(=O)N[C@H]1CC[C@H](CC(=O)NCCN2CCCC2)O[C@H]1CO	-0.8
O=C(C[C@@H]1C[C@H]2c3cc(NC(=O)C4CCC4)ccc3O[C@H]2[C@H](CO)O1)NCc1cccnc1	-1.0
COc1ccccc1C#Cc1ccc2c(c1)O[C@@H](CN(C)Cc1cncnc1)[C@H](C)CN([C@@H](C)CO)S2(=O)=O	-2.2
Cc1ccc(S(=O)(=O)Nc2ccc3c(c2)CC(=O)N([C@H](C)CO)C[C@@H](C)[C@H](CN(C)C(=O)Nc2c(C)noc2C)O3)cc1	-2.5
O=C(C[C@H]1CC[C@H]2[C@@H](COC[C@@H](O)CN2C(=O)c2ccncc2)O1)Nc1ccc(-c2ccccc2)cc1	-1.8
COC(=O)N(C)C[C@@H]1OCc2ccccc2-c2ccccc2C(=O)N([C@@H](C)CO)C[C@H]1C	0.5
C[C@@H]1CN([C@H](C)CO)C(=O)Cc2cc(NC(=O)Cn3cnnn3)ccc2O[C@@H]1CN(C)Cc1ccccc1	-1.1
C[C@H](CO)N1C[C@H](C)[C@@H](CN(C)C(=O)C2CCCCC2)Oc2cc(-c3cncnc3)ccc2S1(=O)=O	3.1
COCC(=O)N1C[C@@H](C)[C@H](OC)CN(C)C(=O)c2cc(NC(=O)c3cc(C)on3)ccc2OC[C@H]1C	-1.7
C[C@@H]1CN([C@@H](C)CO)C(=O)c2cc(NC(=O)NC3CCCCC3)ccc2O[C@@H](C)CCCCO[C@H]1CN(C)C	0.1

Compounds above that have fluorine (five):
SMILES	BioA inh
Cn1cnc(S(=O)(=O)N2CC[C@@H]3[C@@H](CO)Nc4ccc(-c5ccccc5F)cc4[C@@H]32)c1	2.2
CCCN(C)C[C@H]1Oc2cc(C#Cc3ccccc3F)ccc2S(=O)(=O)N([C@H](C)CO)C[C@H]1C	3.4
C[C@H]1CN([C@@H](C)CO)C(=O)Cc2cc(NC(=O)C3CCCCC3)ccc2O[C@@H]1CN(C)S(=O)(=O)c1ccc(F)cc1	-2.7
C[C@H](CO)N1C[C@H](C)[C@H](CN(C)Cc2ccc(C(F)(F)F)cc2)Oc2c(NC(=O)Nc3ccc4c(c3)OCO4)cccc2C1=O	-0.1
O=C(C[C@@H]1C[C@H]2c3cc(NC(=O)c4ccc5c(c4)OCO5)ccc3O[C@H]2[C@H](CO)O1)NCc1cccc(F)c1	4.4

Other structures follow:
SMILES	BioA inh
CO[C@@H]1CN(C)C(=O)c2ccc(NS(C)(=O)=O)cc2OC[C@H](C)N(CC2CCOCC2)C[C@@H]1C	-2.3
CO[C@H]1CN(C)C(=O)c2cc(NC(=O)C3CCCCC3)ccc2OC[C@@H](C)NC[C@@H]1C	0.0
CO[C@@H]1CN(C)C(=O)c2cc(NS(=O)(=O)CC(F)(F)F)ccc2OC[C@H](C)N(Cc2ccccn2)C[C@H]1C	-2.8
COc1ccc(-c2cnc3c(c2)C(=O)N([C@H](C)CO)C[C@H](C)[C@H](CN(C)Cc2ccc4c(c2)OCO4)O3)cc1	4.3
CC(C)NC(=O)Nc1ccc2c(c1)CC(=O)N([C@H](C)CO)C[C@H](C)[C@@H](CN(C)Cc1ccc(Oc3ccccc3)cc1)O2	0.3
CN(C)CC(=O)N[C@H]1CC[C@H](CC(=O)NCCN2CCCCC2)O[C@H]1CO	-3.4
Cc1ccc(S(=O)(=O)Nc2ccc3c(c2)C(=O)N([C@@H](C)CO)C[C@@H](C)[C@H](CN(C)C(=O)Nc2c(C)noc2C)O3)cc1	-1.0
CO[C@@H]1CN(C)C(=O)c2ccc(NC(C)=O)cc2OC[C@@H](C)N(Cc2cccc(F)c2)C[C@H]1C	0.3
COC(=O)N(C)C[C@@H]1OCc2ccccc2-c2ccccc2C(=O)N([C@@H](C)CO)C[C@@H]1C	1.4
C[C@@H]1CN([C@H](C)CO)C(=O)c2ccccc2-c2ccccc2CO[C@@H]1CN(C)S(=O)(=O)c1cn(C)cn1	-0.2
CCCNC(=O)Nc1ccc2c(c1)C(=O)N(C)C[C@H](OC)[C@@H](C)CN(Cc1ccccn1)[C@@H](C)CO2	0.1
C[C@H]1CN([C@@H](C)CO)C(=O)Cc2cc(NC(=O)Cc3ccccc3)ccc2O[C@H]1CN(C)S(=O)(=O)c1ccc(F)cc1	1.5
CO[C@@H]1CN(C)C(=O)c2ccc(NS(=O)(=O)CC(F)(F)F)cc2OC[C@H](C)NC[C@@H]1C	-0.9
Cc1noc(C)c1NC(=O)N(C)C[C@@H]1Oc2ccc(NS(=O)(=O)c3cn(C)cn3)cc2C(=O)N([C@@H](C)CO)C[C@@H]1C	0.1
C[C@@H]1CN([C@H](C)CO)S(=O)(=O)c2ccc(-c3ccc(F)cc3)cc2O[C@@H]1CN(C)C(=O)Nc1ccccc1F	-2.8
Cc1ccc(S(=O)(=O)Nc2ccc3c(c2)C(=O)N([C@H](C)CO)C[C@H](C)[C@@H](CN(C)Cc2ccc4c(c2)OCO4)OCCCC[C@@H](C)O3)cc1	-0.9
COc1ccc(NC(=O)N2CCCCN3[C@@H](CO)[C@@H](c4ccc(-c5ccccc5F)cc4)[C@@H]3C2)cc1	1.1
O=C(Cc1ccccc1)N[C@@H]1CC[C@@H](CC(=O)N2CCCCC2)O[C@H]1CO	-0.5
C[C@@H]1CN([C@@H](C)CO)S(=O)(=O)c2ccc(-c3cccc(C#N)c3)cc2O[C@@H]1CN(C)C(=O)c1ccncc1	-6.0
C[C@@H]1CCCCO[C@@H](CN(C)C(=O)Cc2ccccc2)[C@H](C)CN([C@H](C)CO)C(=O)c2cc(NS(=O)(=O)c3cn(C)cn3)ccc2O1	-1.7
C[C@@H]1CN([C@H](C)CO)C(=O)c2cc(NC(=O)CCC(F)(F)F)ccc2O[C@H]1CN(C)C(=O)Nc1ccc(F)cc1	-0.6
C[C@@H]1CN([C@H](C)CO)C(=O)Cc2cc(NC(=O)NC3CCCCC3)ccc2O[C@H]1CN(C)C(=O)Nc1ccc(C(F)(F)F)cc1	1.1
Cc1ccc(S(=O)(=O)N(C)C[C@@H]2OCCCC[C@H](C)Oc3ccc(NS(=O)(=O)c4ccc(F)cc4)cc3C(=O)N([C@H](C)CO)C[C@@H]2C)cc1	-2.3
CO[C@@H]1CN(C)C(=O)c2cc(NS(=O)(=O)c3ccc(Cl)cc3)ccc2OC[C@H](C)NC[C@@H]1C	-0.4
O=C(Nc1cccc(F)c1)N1CCCCN2[C@H](C1)[C@H](c1ccc(-c3ccccc3F)cc1)[C@@H]2CO	-1.4

As a working copy, 2 of the compounds above.
SMILES	BioA inh
CO[C@@H]1CN(C)C(=O)c2ccc(NS(C)(=O)=O)cc2OC[C@H](C)N(CC2CCOCC2)C[C@@H]1C	-2.3
CO[C@H]1CN(C)C(=O)c2cc(NC(=O)C3CCCCC3)ccc2OC[C@@H](C)NC[C@@H]1C	0.0

Later entries
SMILES	BioA inh
CCS(=O)(=O)Nc1ccc2c(c1)C(=O)N(C)C[C@@H](OC)[C@H](C)CN(C(=O)NC(C)C)[C@H](C)CO2	-2.4
COc1ccc(NC(=O)N(C)C[C@@H]2OCCCC[C@H](C)Oc3ccc(NS(=O)(=O)c4cccs4)cc3C(=O)N([C@H](C)CO)C[C@H]2C)cc1	2.0
C[C@H](O)C#Cc1cnc2c(c1)C(=O)N([C@H](C)CO)C[C@@H](C)[C@H](CN(C)Cc1cncnc1)O2	-1.3
C[C@@H]1CN([C@@H](C)CO)S(=O)(=O)c2ccc(-c3ccc(C(=O)N(C)C)cc3)cc2O[C@@H]1CN(C)C(=O)Cc1ccccn1	0.2
COc1ccc(NC(=O)N(C)C[C@H]2OCCCC[C@@H](C)Oc3ccc(N(C)C)cc3C(=O)N([C@@H](C)CO)C[C@@H]2C)cc1	-0.6
CC(C)CC#Cc1ccc2c(c1)O[C@H](CN(C)C(=O)C1CCCCC1)[C@@H](C)CN([C@H](C)CO)S2(=O)=O	1.5
C[C@H]1CN([C@@H](C)CO)C(=O)Cc2cc(NC(=O)CCCCCC(=O)Nc3ccccc3N)ccc2O[C@@H]1CN(C)Cc1ccc(-c2ccccc2)cc1	-2.3
C[C@@H]1CN([C@@H](C)CO)C(=O)c2cc(NC(=O)c3ccccc3)ccc2O[C@@H](C)CCCCO[C@@H]1CN(C)C(=O)C1CCCCC1	1.5
Cc1cc(C(=O)Nc2cccc3c2O[C@H](CN(C)Cc2ccc(C(F)(F)F)cc2)[C@H](C)CN([C@H](C)CO)C3=O)n(C)n1	0.8
C[C@H]1CN([C@@H](C)CO)C(=O)c2cc(-c3ccncc3)cnc2O[C@H]1CN(C)C(=O)C1CCOCC1	0.4
CCNC(=O)C[C@@H]1CC[C@@H]2[C@@H](COc3ccc(NC(=O)Nc4ccc(F)cc4)cc3C(=O)N2C)O1	3.3
C[C@H]1CN([C@@H](C)CO)C(=O)c2cccc(NS(=O)(=O)c3ccccc3)c2O[C@@H]1CN(C)C(=O)Nc1cccc2ccccc12	-0.3
CCCNC(=O)N(C)C[C@H]1Oc2cc(C3=CCCCC3)ccc2S(=O)(=O)N([C@H](C)CO)C[C@H]1C	0.3
Cc1ccccc1-c1cnc2c(c1)C(=O)N([C@H](C)CO)C[C@H](C)[C@H](CN(C)C(=O)c1ccccc1)O2	12
CCCN(C)C[C@H]1Oc2cc(C#CC3CCCCC3)ccc2S(=O)(=O)N([C@@H](C)CO)C[C@@H]1C	0.3
CC(C)C#Cc1ccc2c(c1)O[C@@H](CN(C)C(=O)c1cnccn1)[C@H](C)CN([C@H](C)CO)S2(=O)=O	-1.2
C[C@H]1CCCCO[C@H](CN(C)C(=O)Nc2ccc(C(F)(F)F)cc2)[C@@H](C)CN([C@@H](C)CO)C(=O)c2cc(NS(=O)(=O)c3ccccc3)ccc2O1	-0.9
CCCNC(=O)N1C[C@H](C)[C@H](OC)CN(C)C(=O)c2cc(NS(C)(=O)=O)ccc2OC[C@H]1C	-1.6
COCC(=O)N(C)C[C@@H]1Oc2ncc(C3=CCCC3)cc2C(=O)N([C@H](C)CO)C[C@H]1C	0.7
CCCCNC(=O)c1ccc(C#CC(C)(C)C)c(OC(C)=O)c1	-0.2
CC(C)NC(=O)N(C)C[C@@H]1Oc2ccc(NC(=O)C3CCCCC3)cc2CC(=O)N([C@H](C)CO)C[C@@H]1C	-0.2
Cc1cccc(S(=O)(=O)N2CC[C@@H]3[C@H]2c2cc(-c4ccc(C#N)cc4)ccc2N(C)[C@H]3CO)c1	-0.5
CC(C)NC(=O)N(C)C[C@H]1Oc2ncc(-c3cncnc3)cc2C(=O)N([C@@H](C)CO)C[C@@H]1C	-2.1
C[C@H]1CN([C@@H](C)CO)C(=O)c2cccc(NC(=O)Nc3ccc(F)cc3)c2O[C@@H]1CN(C)S(C)(=O)=O	0.9
COc1ccccc1-c1ccc2n(c1=O)C[C@H]1[C@H](CO)[C@@H](C(=O)NCc3ccccc3Cl)N[C@@H]21	-0.2
C/C=C/c1ccc([C@@H]2[C@H](CO)N(C(=O)NCCC)[C@H]2CNC(=O)C2CCC2)cc1	2.6
Cc1ccc(S(=O)(=O)Nc2ccc3c(c2)CC(=O)N([C@@H](C)CO)C[C@H](C)[C@@H](CN(C)C(=O)Nc2ccc4c(c2)OCO4)O3)cc1	0.5
C[C@@H]1CN([C@@H](C)CO)C(=O)c2ccccc2-c2ccccc2CO[C@@H]1CN(C)S(=O)(=O)c1ccccc1	1.5
Cc1ccc(NC(=O)Nc2ccc3c(c2)C(=O)N(C)[C@@H]2CC[C@@H](CC(=O)O)O[C@@H]2CO3)cc1	-4.0
COCc1cn(CC[C@@H]2CC[C@@H](NC(=O)Nc3ccc(C(F)(F)F)cc3)[C@@H](CO)O2)nn1	-2.6

Molecules above with a Cl atom:
SMILES	BioA inh
C[C@@H]1CN([C@@H](C)CO)C(=O)c2cc(NC(=O)Nc3ccccc3)ccc2O[C@@H](C)CCCCO[C@H]1CN(C)S(=O)(=O)c1ccc(Cl)cc1	1.8
CO[C@@H]1CN(C)C(=O)c2cc(NS(=O)(=O)c3ccc(Cl)cc3)ccc2OC[C@H](C)NC[C@@H]1C	-0.4
COc1ccccc1-c1ccc2n(c1=O)C[C@H]1[C@H](CO)[C@@H](C(=O)NCc3ccccc3Cl)N[C@@H]21	-0.2
